PfHsp90 set2: inhibits growth of yeast expressing Plasmodium falciparum Hsp90; S. cerevisiae expressing PfHsp90, BacTiter-Glo ATP, 48 h; yeast lacking PDR1 and PDR3 efflux regulators; inhibition, % at 9.4 µM; 310,000 compounds, 0.32% hits; AID 504621;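 active means every replicate shows inhibition above about 80%, whatever the replicate mean, limit read from the data; inconclusive means mean inhibition reaches the set limit but some replicate falls short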;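 further: 0% = DMSO neutral controls and 100% = 20 µM radicicol positive controls; yeast relying on Plasmodium falciparum Hsp90 in place of its own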
MITF TRPM1 HTS: increases MITF-driven TRPM1 promoter luciferase signal. activation, % at 12.5 µM. 300,000 compounds, 0.75% hits. SK-MEL-5 TRPM1-promoter luciferase, 24 h; % of positive control, neutral wells = 0. AID 588334;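 active means mean activation of at least 80% with every replicate also reaching 80%; inconclusive means mean reaches 80% but some replicate falls short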;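 further: 0% = neutral control wells and 100% = parthenolide positive control wells; values of inactives mirror those of a sister screen read the other way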
CAL PDZ FP-1: blocks peptide binding to human CAL PDZ domain. Q9HD26. purified CAL PDZ, TMR-peptide fluorescence polarization, 1 h. inhibition, % at 20 µM. 330,000 compounds, 0.02% hits. AID 504414;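 active means highest replicate inhibition of at least 40%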;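 further: plate controls were DMSO neutral control wells for no effect and unlabeled competitor peptide control wells for full effect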
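Material – purified CerCALP PDZ construct · Detection – FP readout, S and P plane fluorescence · Measure – percent inhibition from loss of millipolarization · Controls – unlabelled peptide for full inhibition, DMSO wells as neutral · Probe or stimulus – TMR-labelled reporter peptide T*-PRC34 bound in PDZ groove · Times – 1 h at RT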
Rtt109 HAT inh: C. albicans Rtt109 histone acetyltransferase inhibition | inhibition, % at 34.9 µM | 330,000 compounds, 0.16% hits | AID 540336 | purified Rtt109/Vps75, ThioGlo CoA-SH fluorescence, 4 h;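 active means inhibition of at least 50% in every replicate; inconclusive means best replicate reaches 50% inhibition but some replicates fall short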
SR-BI uptake up: activators of SR-BI mediated HDL lipid uptake; activation, % at 12.5 µM; CHO ldlA[mSR-BI] cells, DiI-HDL uptake fluorescence, 3 h; 100 = double the neutral-control signal; 320,000 compounds, 0.096% hits;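 active means mean replicate activation of at least 60% and every replicate at or above 60%; inconclusive means mean or all-replicate condition met, but not both; inactive means mean below 60% and not all replicates reaching 60%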;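 further: 0% = median plate neutral-control signal and 100% = twice that signal; values of inactives mirror those of a sister screen read the other way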
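Material: SR-BI-overexpressing, LDLR-lacking CHO cells; schedule: compound exposure 3 h, 37 °C; reagent: DiI-labelled HDL at 10 µg/mL final; technique: bottom-read fluorescence, 550/595 nm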
CAL PDZ FP-2: inhibitors of human CAL PDZ peptide binding. AID 602252. purified CAL PDZ, TMR-peptide fluorescence polarization, 1 h. inhibition, % at 24.9 µM. Q9HD26. 300,000 compounds, 0.92% hits;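 active means mean inhibition of at least 30% with at least half of replicates also reaching 30%; inconclusive means no clear call, values can overlap the other calls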;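 further: 0% = DMSO neutral control and 100% = excess unlabeled competitor peptide PRC23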
PvdQ acylase: blocks Pseudomonas aeruginosa PvdQ acylase activity; purified PvdQ acylase, fluorescence plate reader; inhibition, % at 10 µM; 340,000 compounds, 0.063% hits; in the data active means inhibition above about 30%, passing the limit was not always enough; inconclusive means no clear call, values can overlap the other calls;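 further: 0% = vehicle neutral wells and 100% = reference inhibitor wells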
NSD2 HMT inh: blocks human histone methyltransferase NSD2; NSD2 peptide methylation, AlphaScreen, 120 min; inhibition, % at 12.5 µM; 310,000 compounds, 0.54% hits; AID 743445; in the data active means inhibition above about 50%
Target sequence (O96028 whole entry, looked up): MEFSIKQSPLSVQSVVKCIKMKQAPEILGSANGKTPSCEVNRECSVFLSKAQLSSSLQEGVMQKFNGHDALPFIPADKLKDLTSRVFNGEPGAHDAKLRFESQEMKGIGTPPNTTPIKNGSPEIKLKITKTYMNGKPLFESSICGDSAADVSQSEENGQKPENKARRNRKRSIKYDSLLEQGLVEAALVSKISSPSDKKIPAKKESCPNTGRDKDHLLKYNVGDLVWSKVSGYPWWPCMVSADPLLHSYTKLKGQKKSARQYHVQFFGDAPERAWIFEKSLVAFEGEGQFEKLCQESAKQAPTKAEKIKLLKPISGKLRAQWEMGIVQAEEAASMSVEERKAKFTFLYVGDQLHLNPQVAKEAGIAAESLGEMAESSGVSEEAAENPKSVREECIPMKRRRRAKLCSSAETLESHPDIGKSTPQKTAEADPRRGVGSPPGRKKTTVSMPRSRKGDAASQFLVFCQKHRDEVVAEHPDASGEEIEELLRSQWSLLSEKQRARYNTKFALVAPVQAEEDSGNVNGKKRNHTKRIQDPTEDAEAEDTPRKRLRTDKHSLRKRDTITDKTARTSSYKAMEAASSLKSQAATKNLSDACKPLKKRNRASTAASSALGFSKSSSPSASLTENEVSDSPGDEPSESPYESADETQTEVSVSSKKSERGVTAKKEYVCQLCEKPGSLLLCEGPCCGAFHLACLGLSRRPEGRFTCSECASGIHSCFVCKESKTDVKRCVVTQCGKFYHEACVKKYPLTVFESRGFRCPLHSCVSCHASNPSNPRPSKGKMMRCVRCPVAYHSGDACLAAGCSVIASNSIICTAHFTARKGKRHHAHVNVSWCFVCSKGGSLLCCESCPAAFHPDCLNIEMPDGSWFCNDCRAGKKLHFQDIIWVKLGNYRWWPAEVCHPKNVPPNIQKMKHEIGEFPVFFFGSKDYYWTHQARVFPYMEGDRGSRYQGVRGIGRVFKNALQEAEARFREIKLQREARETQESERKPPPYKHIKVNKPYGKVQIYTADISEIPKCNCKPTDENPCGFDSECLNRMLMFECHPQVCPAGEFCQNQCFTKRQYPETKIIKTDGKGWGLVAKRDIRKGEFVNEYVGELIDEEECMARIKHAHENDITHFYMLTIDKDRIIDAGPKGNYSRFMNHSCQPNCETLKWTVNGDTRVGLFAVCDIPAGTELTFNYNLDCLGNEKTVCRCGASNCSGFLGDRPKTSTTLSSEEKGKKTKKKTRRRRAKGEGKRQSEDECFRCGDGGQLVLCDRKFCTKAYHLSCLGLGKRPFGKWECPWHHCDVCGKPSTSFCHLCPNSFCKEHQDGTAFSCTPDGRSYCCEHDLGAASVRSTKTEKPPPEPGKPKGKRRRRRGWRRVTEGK
dFosB activator: activators of mouse delta FosB homodimer | P13346 | purified delta FosB, TAMRA-CDK5 oligo fluorescence polarization; percent of positive-control signal above neutral wells | activation, % at 25 µM | 340,000 compounds, 0.99% hits;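 active means mean activation above about 17%, with every replicate also reaching it, limit read from the data, passing the limit was not always enough; inconclusive means only one of the two conditions met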;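 further: fluorescence polarization rise as delta FosB binds a TAMRA Cdk5 AP-1 oligo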
SR-BI HDL uptake: mouse SR-BI HDL lipid transfer inhibition. Q61009. ldlA[mSR-BI] CHO cells, DiI-HDL uptake fluorescence, 3 h. inhibition, % at 12.5 µM. 320,000 compounds, 0.96% hits;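 active means mean replicate inhibition of at least 70% and a set share of replicates each scoring 70 or more; inconclusive means meets just one of the two criteria; inactive means fails both criteria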;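 further: 0% = median of neutral control wells and 100% = median of positive control wells; values of inactives mirror those of a sister screen read the other way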
Starred values were filed as active, the others as inactive; ? = inconclusive; / = not tested or not shown. Random draw from the library; 4.3% or so of the library scored in one or more.

SMILES	PfHsp90 set2	MITF TRPM1 HTS	CAL PDZ FP-1	Rtt109 HAT inh	SR-BI uptake up	CAL PDZ FP-2	PvdQ acylase	NSD2 HMT inh	dFosB activator	SR-BI HDL uptake
O=C(Oc1cccc([N+](=O)[O-])c1)C1CCN(C(=O)c2ccc(F)cc2)CC1	20	-12	-2.5	-3	12	0	-8	2	-3	-12
CC(C)CC(C(=O)Nc1oc(-c2ccco2)c(-c2ccco2)c1C#N)N1C(=O)c2ccccc2C1=O (configuration not stated)	10	-6	-1.6	-4	-8	-3	-11	-4	-6	8
COc1ccc(NC(=O)/C(C#N)=C\c2ccc(N3CCOCC3)o2)cc1	-12	41	-1.2	-1	-44	-3	-4	-1	-8	44
O=C(CN1CCOCC1)OCCCC1CCCCC1	15	15	-2.8	-9	4	4	-14	0	6	-4
CC(Sc1nnc(-c2ccccc2)c(-c2ccccc2)n1)C(=O)N1CCc2ccccc21 (configuration not stated)	-66	-8	-1.1	-77	24	-3	-9	-3	-5	-24
CCN1CCc2c(sc(NC(=O)C3CCCCC3)c2C(=O)OC)C1	-14	13	-1.4	8	-17	-3	-7	/	-2	17
COc1ccccc1-c1cc(-c2ccccc2)nc(SCC(=O)O)c1C#N	2	-9	-9.2	-12	/	-2	-9	1	-6	/
COc1ccc(CNC(=O)C(C)Sc2ccc(C)cc2)cc1 (configuration not stated)	-28	5	-3.2	23	6	7	-4	-3	-3	-6
CC(=O)N1CCN(C(=O)c2ccc(NS(=O)(=O)c3cc(C)ccc3C)cc2)CC1	/	5	-1.9	-7	27	-3	-7	-1	-2	-27
O=C(NC(=S)Nc1ccc(NC(=O)c2cccs2)cc1)c1ccco1	1	9	-1.5	-1	-21	-4	1	1	-2	21
COc1ccc(CCNC(=O)c2ccc(C)s2)cc1OC	/	-6	-1.0	10	/	1	-6	0	4	/
CCOc1ccc(-c2c(C(=O)N/N=C/c3ccco3)nnn2-c2nonc2N)cc1	-4	2	-2.0	7	-60	/	-11	-1	-1	60
Cc1c(Cl)cccc1NC(=O)CN1CCC(C(O)(c2ccccc2)c2ccccc2)CC1	-8	3	-2.4	0	23	/	-8	1	-4	-23
COc1cccc(N(Cc2nnc3n2CCCCC3)C(=O)Nc2ccccc2F)c1	-4	-5	-0.7	7	-5	-5	3	/	8	5
Cc1cccc(C(=O)Nc2ccc(C(=O)N3CCCCC3C)cc2)c1 (configuration not stated)	12	17	-2.3	4	-43	-1	-9	/	-5	43
CCC(Nc1ccc(OC)cc1)C(=O)N/N=C/c1ccc([N+](=O)[O-])cc1 (configuration not stated)	27	5	0.5	-1	-12	-5	-7	1	-1	12
CCc1cccc(CC)c1NC(=O)COC(=O)c1ccc(F)c(S(=O)(=O)N(CC)CC)c1	7	-4	-2.3	?	-29	-4	7	-3	0	29
O=C(NCCc1ccccn1)c1ccc(OC2CCN(Cc3ccccn3)CC2)cc1	11	-4	-1.9	-6	/	-1	-5	13	5	-3
Cc1cc(C(=O)OCC(=O)NC2CCCC2)c2ccccc2n1	/	-1	-2.2	15	31	-1	-5	-1	-9	-31
COc1cccc(C(=O)N2CCN(C(=O)C3CCCO3)CC2)c1 (configuration not stated)	9	-3	-1.3	-4	7	/	-10	-4	-8	-7
Cc1csc(=NC(=O)c2ccccc2)n1Cc1ccco1	33	14	-2.8	16	3	-2	-10	-2	-16	-3
COc1ccc(Cc2nnc(SCC(=O)N3CCCC3)o2)cc1	-8	-6	-1.3	1	22	0	-9	-2	-4	-22
CCOC(=O)C(NS(=O)(=O)c1ccccc1)(C(F)(F)F)P(=O)(OC(C)C)OC(C)C (configuration not stated)	10	-11	-1.4	-4	6	-2	-13	2	-5	-6
Cc1ccc(S(=O)(=O)N2CCOCC2)cc1C(=O)Nc1cccc(C(=O)NC2CC2)c1	-14	-4	-0.5	-4	-8	/	-10	-1	-2	8
COc1cccc(COc2nc3c(c(=O)n(C)c(=O)n3C)n2C)c1	-6	35	-1.7	-21	-36	-3	-11	-1	-1	36
CC(=O)N1CCN(c2ccc(NC(=O)c3ccc(Cl)c(Cl)c3)cc2)CC1	0	14	/	-28	-41	-4	-15	0	-7	41
CCOc1ccc(NC(=O)NC2CCCCCCC2)cc1	10	77	-1.4	-5	19	-3	-8	0	-8	-19
COCCNC(=O)C1CC(=O)N(C2CCCCC2)C1 (configuration not stated)	-1	-1	-0.3	-2	40	-2	-4	6	9	-40
COc1cccc(/C=C/C(=O)Oc2ccc(C(=O)c3ccc(F)cc3)cc2)c1	14	1	0.6	12	6	-4	-7	1	-7	-6
CN(C(=O)c1ccc(OC2CCN(C(=O)c3cccnc3)CC2)cc1)C1CCCCC1	-30	-2	-3.3	9	-16	23	-13	1	1	16
CCN1C(=O)[C@H]2[C@@H](c3ccc(-c4ccc(F)cc4)c(OC)c3)N[C@@](C)(C(=O)OC)[C@H]2C1=O	-2	5	3.6	13	18	-2	-10	/	-6	-18
CCOC(=O)C(Cc1ccccc1)C(=O)Nc1cccc(C)c1 (configuration not stated)	-9	8	-1.1	19	14	-3	0	-4	1	-14
C[C@@H]1CCC(=O)N(C[C@@H](C)CSc2ccc(Br)cc2)CC1	12	4	-0.4	-7	-14	-5	-27	/	1	14
CCCSc1nc2c(cnn2-c2ccc(C)cc2)c(=O)[nH]1	-6	-1	-0.2	12	9	/	7	/	?	-9
C=CCn1c(=S)[nH]c2sccc2c1=O	-25	6	-0.2	2	7	-2	1	10	4	-7
CN(C(=O)c1ccc(NC(=O)Cc2cccc(NC(=O)C3CCCN(C(=O)C4CCC4)C3)c2)cc1)C1CCCC1 (configuration not stated)	19	-13	-0.3	19	-24	-3	-19	/	-6	24
CCOC(=O)c1sc2nc(C)n(CC(=O)NCC3CCCO3)c(=O)c2c1C (configuration not stated)	8	-2	0.0	-3	1	-3	-11	-47	3	-1
O=c1c2ccccc2nnn1COc1ccc(F)cc1Cl	-5	26	-0.6	-2	-7	-3	-17	-2	12	7
COc1nnc(-c2ccc(N3CCCCC3)c(N)c2)c2ccccc12	3	-26	0.1	-9	/	-2	-7	8	-1	35
Cc1cc(C)c2oc(=O)cc(CN3CCOCC3)c2c1	14	3	0.0	6	10	-3	0	1	-4	-10
CCN1CCCC1CNC(=O)c1cc2c(-c3ccc(Cl)cc3)nn(C)c2s1 (configuration not stated)	-7	10	-13	37	-57	-1	-17	/	-37	57
CCCCC(=O)OCC(=O)Nc1cccc(S(=O)(=O)NC2=NCCCCC2)c1	17	-7	0.7	6	12	-3	3	-2	4	-12
Cc1cccc(N2CCN(C(=O)Cn3c(=O)[nH]c4ccsc4c3=O)CC2C)c1 (configuration not stated)	/	/	/	6	-18	-8	-11	1	1	18
CCOc1ccc(C2C(C(=O)c3ccco3)=C(O)C(=O)N2CCN2CCOCC2)cc1 (configuration not stated)	7	12	-2.3	-3	28	1	-11	2	-10	-28
COC(=O)c1sccc1NC(=O)COc1ccc(F)cc1Cl	-6	35	-0.4	10	-48	-5	2	-1	5	48
O=c1[nH]c2ccc(Br)cc2o1	13	-9	-1.0	-5	-37	-5	-9	0	5	37
Cc1noc(NS(=O)(=O)c2ccc(NC(=O)c3cnc4scc(C)n4c3=O)cc2)c1C	-4	-7	-3.8	8	16	-17	-5	/	5	-16
CCN(C(=O)CSc1nnc(C)n1-c1ccccc1)C1CCS(=O)(=O)C1 (configuration not stated)	5	4	-1.5	14	/	0	1	-2	5	/
COc1ccc(-c2sc(Nc3ccccc3)n[n+]2-c2ccc(F)cc2)c(OC)c1OC	3	2	-1.0	8	-11	-1	-21	/	1	11
CCN(CC)c1ccc(NC(=O)C(C)C)cc1	/	6	/	-3	26	4	-3	4	-2	-26
COc1cccc(N2CCN(C(=O)CN(C)S(=O)(=O)c3ccc4c(c3)CCC(=O)N4)CC2)c1	-11	-2	-0.1	5	23	/	-14	/	-5	-23
O=C(OCC(=O)N1CCOCC1)c1ccccc1Cc1ccccc1	-1	63	-2.1	0	-18	-3	-6	/	-9	18
Cc1cc(NC(=O)COC(=O)c2cc(S(=O)(=O)N(C)c3ccccc3)ccc2Cl)no1	4	11	-1.6	6	/	3	-8	-3	-3	/
CCC(CC)NC(=O)c1n[nH]c(=O)c2ccccc12	-15	-7	-0.6	-11	5	-4	-17	-2	0	-5
Cc1ccc(-n2c(C)cc(/C=N/NC(=O)CC3(C)OCCO3)c2C)c(C)c1	-4	-8	-2.6	-14	0	-3	-1	1	-17	0
O=C(COc1ccc([N+](=O)[O-])cc1Cl)Nn1cnnc1	10	10	-1.3	24	20	-3	6	1	1	-20
C/[N+]([O-])=C\c1cccc(OCCN2CCN(c3ncc(C(F)(F)F)cc3Cl)CC2)c1	1	5	-0.3	-10	-28	-3	5	0	-4	28
CCCCS(=O)(=O)c1sc2nc3c(cc2c1N)CCCC3	-10	-7	-3.5	12	-2	-2	-6	-6	-13	2
COc1ccccc1/C=N/NC(=O)CO	-18	-3	-0.6	-2	2	4	-7	-4	-2	-2
Cc1csc(NC(=O)c2c(O)c3c(n(CC(C)C)c2=O)CCCC3)n1	17	5	-2.6	15	-47	-1	1	/	-11	47
(further entries)
SMILES	PfHsp90 set2	MITF TRPM1 HTS	CAL PDZ FP-1	Rtt109 HAT inh	SR-BI uptake up	CAL PDZ FP-2	PvdQ acylase	NSD2 HMT inh	dFosB activator	SR-BI HDL uptake
CC(=O)c1cccc(NC(=O)CN(C)S(=O)(=O)c2cccc3nsnc23)c1	-5	11	-2.7	3	-11	-3	12	-6	-7	11
O=C(N1CCN(c2ccccn2)CC1)C(Cl)(Cl)Cl	5	19	-0.3	2	16	0	-6	-1	3	-16
Cc1cc([N+](=O)[O-])ccc1N1C(=O)c2ccc(C(=O)Nc3ccccc3C(=O)O)cc2C1=O	-7	-2	-1.4	-19	5	-3	-3	-1	-8	-5
CCOc1ccc(-n2cnnn2)cc1S(=O)(=O)NCCc1ccc(OC)c(OC)c1	-23	-7	0.8	2	27	-1	-4	0	-2	-27
COc1cc(-n2nnnc2SC)c(OC)cc1Cl	1	3	0.2	-10	-1	/	-11	/	-7	1
COc1ccc(CCNC(=O)c2cc3sc(Cl)cc3n2C)cc1OC	14	-4	-1.7	?	-19	/	10	/	-11	19
CCOC(=O)c1sc(=NC(=O)c2ccc(OC)c(OC)c2)n(C)c1C	-43	68	-4.1	-6	-65	-4	-17	/	1	65

Assay outcomes (PubChem)
